PREPL inh: inhibitors of human prolyl oligopeptidase-like enzyme PREPL; recombinant PREPL, fluorescence polarization activity-based probe; inhibition, % at 5.96 µM; 0.68% of 320,000 active; AID 2751; in the data active = inhibition above about 43%;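 also: 0% = enzyme with DMSO and 100% = wells lacking enzyme; many of its hits are not listed in these tables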
EBNA-1 inh: blocks EBNA-1 binding to DNA. inhibition, % at 14.8 µM. EBNA-1 DNA binding, fluorescence polarization. AID 1950. 0.34% of 300,000 active; in the data active = inhibition above about 28%
LYPLA2 counter: blocks human lysophospholipase 2, a PME1 counter-screen. O95372. recombinant LYPLA2, FP-Rh probe fluorescence polarization. inhibition, % at 5.9 µM. 0.38% of 320,000 active. AID 2177;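 active = inhibition above the screen-wide mean plus 3 SD, limit set per campaign, cut at about 26% in these data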;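 also: 0% = LYPLA2 with DMSO and 100% = wells lacking LYPLA2 enzyme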
Target sequence (O95372 whole entry, looked up): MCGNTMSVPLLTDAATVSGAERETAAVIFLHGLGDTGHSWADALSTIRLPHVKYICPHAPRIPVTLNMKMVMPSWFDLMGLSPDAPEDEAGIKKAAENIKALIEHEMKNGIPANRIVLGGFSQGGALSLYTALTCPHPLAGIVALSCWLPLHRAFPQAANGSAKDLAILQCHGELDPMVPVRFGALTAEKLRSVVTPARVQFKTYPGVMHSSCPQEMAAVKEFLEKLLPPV
PAFAH2 inh: PAFAH2 (human) inhibition; Q99487; inhibition, % at 3.39 µM; AID 492956; 0.99% of 340,000 active; recombinant PAFAH2, FP-rhodamine activity probe, fluorescence polarization;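 active = inhibition above the mean over all tested compounds plus 3 SD, cut at about 30% in these data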;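 also: inhibitors block probe labeling of enzyme so polarization drops; 0% = enzyme with DMSO and 100% = wells lacking PAFAH2 protein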
LYPLA1 inh: counter-screen for PME1 inhibitors: inhibitors of human LYPLA1 | inhibition, % at 5.9 µM | recombinant LYPLA1, FP-Rh probe fluorescence polarization | 0.16% of 320,000 active | O75608 | AID 2174;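 active = inhibition above the mean of all tested compounds plus 3 SD, set per campaign, cut at about 14% in these data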;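 also: inhibitors block serine hydrolase probe labeling of LYPLA1 so polarization falls; 0% = enzyme with DMSO and 100% = wells lacking LYPLA1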
Target sequence (O75608 whole entry, looked up): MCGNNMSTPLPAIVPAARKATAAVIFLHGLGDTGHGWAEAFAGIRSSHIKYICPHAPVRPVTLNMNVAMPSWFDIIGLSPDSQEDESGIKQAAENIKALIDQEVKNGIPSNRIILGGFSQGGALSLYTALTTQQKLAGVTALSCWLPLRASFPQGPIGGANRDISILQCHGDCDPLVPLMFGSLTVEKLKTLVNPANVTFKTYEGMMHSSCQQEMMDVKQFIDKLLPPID
GSTO1 inh: blocks human GSTO1 in RBBP9 counter-screen; P78417; recombinant GSTO1, activity-based probe fluorescence polarization; inhibition, % at 5.96 µM; 1.1% of 300,000 active;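 active = inhibition above the campaign mean inhibition plus 3 SD, cut at about 35% in these data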;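 also: 0% = GSTO1-1 with DMSO and 100% = wells lacking GSTO1-1 enzyme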
Target sequence (P78417 whole entry, looked up): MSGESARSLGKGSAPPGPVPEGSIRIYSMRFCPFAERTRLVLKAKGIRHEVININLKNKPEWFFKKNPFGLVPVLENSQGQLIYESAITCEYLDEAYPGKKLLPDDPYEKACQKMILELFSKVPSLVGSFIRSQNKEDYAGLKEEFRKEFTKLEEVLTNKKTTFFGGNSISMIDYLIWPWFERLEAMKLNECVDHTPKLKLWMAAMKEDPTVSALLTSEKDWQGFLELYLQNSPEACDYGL
ZTA DNA inh: counter-screen for EBNA-1 inhibitors: inhibitors of Epstein-Barr virus ZTA. ZTA-DNA binding, fluorescence polarization. 0.15% of 320,000 active. AID 2234. inhibition, % at 11 µM; in the data active = inhibition above about 33%
Target sequence (P03206 whole entry, looked up): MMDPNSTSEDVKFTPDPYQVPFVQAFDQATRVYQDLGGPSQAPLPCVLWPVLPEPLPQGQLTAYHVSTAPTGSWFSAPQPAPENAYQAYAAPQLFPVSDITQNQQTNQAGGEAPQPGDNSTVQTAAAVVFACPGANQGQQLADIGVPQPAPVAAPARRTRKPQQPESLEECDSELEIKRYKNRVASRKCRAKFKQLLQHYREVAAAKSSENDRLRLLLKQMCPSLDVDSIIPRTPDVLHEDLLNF
PAD4 FP inh: PAD4 (human) enzyme inhibition | Q9UM07 | recombinant PAD4, RCA probe fluorescence polarization | AID 485272 | 0.41% of 330,000 active | inhibition, % at 6.36 µM;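 active = percent inhibition above a cutoff equal to the mean of all tested compounds plus 3 SD, cut at about 15% in these data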;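 also: 0% = PAD4 with RCA probe and DMSO and 100% = probe without PAD4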
PAFAH1B3 FP inh: inhibitors of human PAFAH1B3; recombinant PAFAH1B3, FP-rhodamine probe, fluorescence polarization; AID 492972; inhibition, % at 3.39 µM; Q15102; 0.28% of 340,000 active;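 active = inhibition above the screen-wide average of all tested compounds plus 3 SD, cut at about 25% in these data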;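 also: 0% = enzyme with DMSO only and 100% = wells lacking PAFAH1B3 protein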
* hit, by the source's call; / = not tested or not shown.

SMILES	PREPL inh	EBNA-1 inh	LYPLA2 counter	PAFAH2 inh	LYPLA1 inh	GSTO1 inh	ZTA DNA inh	PAD4 FP inh	PAFAH1B3 FP inh
COc1ccc(NC(=O)CN(c2ccc(C)cc2)S(=O)(=O)c2c(C)nn(C)c2C)cc1	8	-9	-2	4	-2	-3	11	0	-4
Cc1ccc2cc3c(NC(=O)c4ccco4)nn(CC(C)C)c3nc2c1	10	4	-2	-10	0	0	-4	-1	3
CC(=O)Nc1ccc(C2=NN(c3ccccc3)C(c3cccs3)C2)cc1 (stereo not drawn)	2	-7	0	3	-3	-3	6	-4	5
CCN(CC)C(=O)c1sc(NC(=O)c2cccs2)c(C#N)c1C	14	-3	-2	2	-1	-9	9	-2	3
COC(=O)c1cc(-c2c(C)oc3cc(OC)ccc3c2=O)c(C)o1	7	3	2	-5	-2	4	-1	-2	6
COc1ccc(Cl)cc1NC(=O)C(C)Sc1nnc(C2CC2)n1C1CC1 (stereo not drawn)	0	/	1	2	-1	/	-3	-3	6
COCCCNC(=O)c1ccc2c(c1)CCN2S(C)(=O)=O	13	-7	0	-2	1	1	-2	3	6
CN(CC(=O)Nc1ccc(F)c(F)c1F)C(=O)/C=C/c1ccco1	3	/	/	4	/	/	/	1	5
CCOc1ccc(C(C)NC(=O)c2ccccc2F)cc1 (stereo not drawn)	7	4	5	10	-3	5	8	0	7
CCOc1ccc(NC(=O)C[n+]2ccc(N(C)C)cc2)cc1	-1	6	-1	3	2	1	8	0	2
COC(=O)C(C)Sc1ccc2nnc(CCNS(=O)(=O)c3ccc(C)cc3)n2n1 (stereo not drawn)	-1	-3	3	4	-1	8	3	0	4
COC(=O)c1ccc(/C=N/Nc2nc3ccccc3[nH]2)cc1	7	-14	-2	5	-1	18	-4	-7	4
O=C(O)c1ccc(NS(=O)(=O)c2ccc(C(=O)Nc3ccccc3)cc2)cc1	10	4	4	-3	2	3	-12	-1	7
CC(=O)NC1C(O)OC(CO)C(O)C1O (stereo not drawn)	3	14	0	7	-3	5	-9	-3	4
C=CCCC(=O)Nc1nc(C)c(-c2csc(Nc3cc(OC)ccc3OC)n2)s1	15	5	-7	-11	-14	-1	-7	0	12
Cc1cccc(NCc2ccccc2OCc2ccccc2F)c1	7	-7	8	6	0	7	-6	-6	0
Cc1ccc(NC(=O)NC(=O)N(c2ccccc2)S(C)(=O)=O)cc1	4	8	7	-2	1	6	14	-1	2
Cc1cccc(Nc2nc(N)c([N+](=O)[O-])c(N3CCN(C)CC3)n2)c1	-31	-4	4	-5	0	2	-5	0	3
COc1ccc(NS(=O)(=O)c2cccc(C(=O)NCC(c3ccccc3OC)N3CCCC3)c2)cc1 (stereo not drawn)	-15	-5	0	3	2	-1	-5	2	1
COC(=O)c1ccccc1NC(=O)CSc1nccc(C)n1	1	5	-2	2	-2	3	3	-9	3
Cc1nn2c(N3CCN(C(=O)c4ccco4)CC3)cc(C(C)(C)C)nc2c1-c1ccccc1	2	-2	-4	/	4	2	4	2	/
CN(C)S(=O)(=O)c1ccc(N2CCOCC2)c(C(=O)NCc2ccc3c(c2)OCO3)c1	10	/	0	1	0	/	-6	-2	0
CC(C)c1ccc(C2NC(=O)c3ccccc3O2)cc1 (stereo not drawn)	-3	3	2	-1	0	-2	-9	-1	-1
Cc1onc(-c2c(F)cccc2Cl)c1C(=O)OCn1nnc2ccccc2c1=O	9	-5	5	7	2	3	-1	-2	0
COc1ccc(CN(CC(=O)NC2CCCCC2)C(=O)CCCC(=O)Nc2ccccn2)cc1	13	-5	-3	-1	2	0	4	-6	8
CC(C)C[C@H](NC(=O)OC(C)(C)C)c1nnc(SCc2cccc(F)c2)o1	12	9	-11	1	-1	1	11	6	1
COc1cc2c(cc1OC)C1=C(C#N)CC/C(=N\S(=O)(=O)c3ccccc3)N1CC2	8	-12	6	2	1	-1	8	-9	-9
CC(C)NC(=O)N(C)C[C@H]1Oc2c(NC(=O)Nc3ccc4c(c3)OCO4)cccc2C(=O)N([C@H](C)CO)C[C@@H]1C	11	/	/	3	/	/	/	-1	0
COc1ccc(F)cc1C(=O)C1CCCN(Cc2cn(C)c3ccccc23)C1 (stereo not drawn)	19	-2	-1	-3	-1	8	-18	10	4
COCCN(C)Cc1cn(-c2ccc(F)cc2F)nc1-c1ccccc1C	-16	2	-2	2	-3	0	11	-1	8
COc1ccc(N2CCN(C(=O)c3ccc(C)cc3)CC2)c([N+](=O)[O-])c1	8	-4	25	2	3	2	6	0	-1
CCN(CC)C1CCN(C(=O)c2ccc(OC3CCN(Cc4ccccn4)CC3)cc2)C1 (stereo not drawn)	10	-13	-1	-2	-3	-4	-17	-7	6
COc1cccc(C2SCC(=O)N2c2cccc(C)c2)c1OC (stereo not drawn)	-10	-3	3	28	0	0	6	4	-3
Cc1cc(C)cc(NC(=O)COc2coc(CN3CCc4ccccc43)cc2=O)c1	3	1	2	3	4	25	-9	2	0
C=CCOc1cccc(/C=N/NC(=O)CN(c2cc(Cl)ccc2OC)S(=O)(=O)c2ccc(C)c([N+](=O)[O-])c2)c1	-4	1	-32	-23	-20	2	-3	2	-3
COc1cc2[nH]c(=O)n(CCC(=O)N3CCN(Cc4ccc5c(c4)OCO5)CC3)c(=O)c2cc1OC	20	-9	-3	-12	-1	-7	-13	-3	-5
CSCc1ccc(C(=O)N2CCC(CCC(=O)N(C)Cc3ccccc3)CC2)o1	10	5	3	1	-2	-2	1	4	-2
Nc1cc(=O)[nH]n1C1CCCCC1	15	2	4	8	-1	-4	3	0	-1
Cn1cccc1C(=O)NC(=O)COC(=O)c1ccc(S(C)(=O)=O)c([N+](=O)[O-])c1	41	/	/	23	/	/	/	-6	-4
Cc1cc(C(=O)CSc2nc3ccccc3[nH]2)c(C)n1Cc1ccco1	-9	10	1	5	-4	34	7	6	4
O=C(CSc1nnc2c(n1)[nH]c1ccccc12)Nc1nncs1	5	6	6	4	1	13	14	-2	9
CC(C)C(CCNCc1ccccn1)c1ccc(Cl)cc1 (stereo not drawn)	-30	2	5	45*	2	-2	-3	3	35*
COc1ccc(NC(=O)CSc2nc(N3CCCCC3)nc(N3CCCCC3)n2)cc1	2	-3	1	-8	3	-6	13	-4	7
O=C(Nc1ccc(F)c(Cl)c1)c1nsc(Cl)c1Cl	-5	6	-1	-9	-3	3	3	-3	-4
Cc1csc2ncc(C(=O)Nc3cccc(C(F)(F)F)c3)c(=O)n12	2	2	7	-7	1	-4	1	2	0
Cc1cccc(C(=O)NCC(=O)OCC(=O)N(C)CC(=O)Nc2ccc(F)cc2)c1	-2	-2	-2	-1	1	-1	1	-6	10
COc1cc(S(=O)(=O)NC2CCCCC2C)ccc1F (stereo not drawn)	-8	-3	6	6	3	2	-8	-2	7
Cc1cc(C)n2nc(C(=O)NCc3cccc(C(F)(F)F)c3)nc2n1	4	-9	3	-7	-1	-4	-1	0	6
O=C(N/N=C/c1cccnc1)c1ccccc1OCc1cccc(Br)c1	-21	-19	-4	0	0	-6	-10	-3	1
COc1ccccc1N(CC(=O)Nc1c(C)cccc1C)S(C)(=O)=O	3	11	-1	14	0	4	-11	-2	7
CCOc1ncccc1C(=O)OCc1nnc(-c2ccccc2)o1	-3	-3	5	47*	3	-4	8	-1	7
Cc1ccc(-c2nnn(CC(=O)N(CCN3CCOCC3)C(C(=O)NC(C)(C)C)c3ccc(C)o3)n2)cc1 (stereo not drawn)	8	-6	-2	0	2	-5	0	-1	5
COC(=O)COn1c(SC(C)C)nc2ccccc2c1=O	6	-6	1	0	-1	1	0	3	0
CCCCn1c(SCC(=O)NCc2ccco2)nnc1-c1ccco1	-17	-7	-1	1	5	1	-16	-3	6
CC1CN(C(=O)c2ccc(N3CCCCC3)c([N+](=O)[O-])c2)CC(C)O1 (stereo not drawn)	0	-12	4	-7	-2	0	10	-7	6
COc1ccc(S(=O)(=O)N2CCCC2C(=O)Nc2ccc(C(C)=O)cc2)cc1 (stereo not drawn)	-5	7	-5	-1	-2	5	-4	-2	7
Cc1ccccc1NC(=O)NCCc1nc2ccccc2[nH]1	6	-7	7	-3	2	3	2	-2	8
CC(=O)Nc1ccc(S(=O)(=O)N2CCC(C(=O)N[C@@H](C)C(=O)NC3CCCC3)CC2)cc1	2	-15	3	-20	0	2	2	-3	5
CC(C)CCNC(=O)C1CCN(c2nc3ccccc3o2)CC1	16	-3	9	0	4	13	1	0	5
Cc1ccc(-c2nnn(CC(=O)NC3CC4CCC3C4)n2)cc1 (stereo not drawn)	8	-4	-5	-5	-3	2	-1	-4	9
Additional records follow:
SMILES	PREPL inh	EBNA-1 inh	LYPLA2 counter	PAFAH2 inh	LYPLA1 inh	GSTO1 inh	ZTA DNA inh	PAD4 FP inh	PAFAH1B3 FP inh
Cc1nnsc1-c1nnc(SCC(=O)c2ccccc2)n1C1CC1	8	-4	-7	3	1	0	-3	-1	4
Cc1ccc2nc(/C(C#N)=C/c3ccc(-c4ccccc4C(=O)O)o3)[nH]c2c1	16	-7	-12	3	-1	-19	2	-8	21
Cc1ccc(NC(=O)CN2C(=O)C3CCCCN3C(=O)c3ccccc32)cc1 (stereo not drawn)	2	9	0	2	1	-8	-6	-4	10
CCc1ccccc1NC(=S)N(CCCN(C)C)Cc1cc2cc3c(cc2[nH]c1=O)OCO3	11	-2	1	6	2	-6	-20	-1	10
CCOC(=O)CN1CC23C=CC(O2)C(C(=O)Nc2ccc(F)cc2)C3C1=O (stereo not drawn)	3	-16	0	0	1	-1	-4	1	-1
COc1ccc(CNc2nc3ccccc3s2)cc1OC	20	-7	1	8	-1	2	-6	-4	12
CNc1nc(-c2ccc([N+](=O)[O-])cc2)cs1	18	-2	3	1	6	0	-18	-1	-3
O=C(CC(=O)Nc1ccc(F)cc1)Nc1ccc(F)cc1	5	-10	-7	-6	-3	-8	4	2	2
Cc1csc(NC(=O)C2CCCCC2)n1	-1	6	1	4	6	3	-4	-1	4
CC1(C)CC(=O)c2ccc(O)cc2O1	3	3	7	12	10	8	-11	5	4
CCc1ccccc1N(CC(=O)OC)S(C)(=O)=O	-5	-11	2	2	-1	-3	-7	-2	4
Cc1cc(C)cc(NC(=O)NC(C)C2CCCO2)c1 (stereo not drawn)	5	-5	-2	3	-1	2	-2	0	-1
CC(=O)Nc1ccc(C(=O)OCc2ccc(Br)cc2)cc1	-23	-7	7	34*	-3	1	-1	-1	1
C=CCn1nc(-c2ccccc2)cc1C(=O)OCC	1	6	5	1	1	9	5	-2	4
COc1ccc(N2C(=O)CC(N3CCN(S(=O)(=O)c4c(C)cc(C)cc4C)CC3)C2=O)cc1 (stereo not drawn)	17	/	1	2	3	/	11	-3	2

Structures from the list above that have a nitro group on carbon:
SMILES	PREPL inh	EBNA-1 inh	LYPLA2 counter	PAFAH2 inh	LYPLA1 inh	GSTO1 inh	ZTA DNA inh	PAD4 FP inh	PAFAH1B3 FP inh
Cc1cccc(Nc2nc(N)c([N+](=O)[O-])c(N3CCN(C)CC3)n2)c1	-31	-4	4	-5	0	2	-5	0	3
COc1ccc(N2CCN(C(=O)c3ccc(C)cc3)CC2)c([N+](=O)[O-])c1	8	-4	25	2	3	2	6	0	-1
C=CCOc1cccc(/C=N/NC(=O)CN(c2cc(Cl)ccc2OC)S(=O)(=O)c2ccc(C)c([N+](=O)[O-])c2)c1	-4	1	-32	-23	-20	2	-3	2	-3
Cn1cccc1C(=O)NC(=O)COC(=O)c1ccc(S(C)(=O)=O)c([N+](=O)[O-])c1	41	/	/	23	/	/	/	-6	-4
CC1CN(C(=O)c2ccc(N3CCCCC3)c([N+](=O)[O-])c2)CC(C)O1 (stereo not drawn)	0	-12	4	-7	-2	0	10	-7	6
CNc1nc(-c2ccc([N+](=O)[O-])cc2)cs1	18	-2	3	1	6	0	-18	-1	-3

Bioassay records from PubChem BioAssay.

These rows are one share of the data (hit frequency here may not be typical).
